Growth percent in the NCI-60 one-dose screen (48 h, 10 µM unless noted): 100 = growth as untreated, 0 = no growth, -100 = all killed.
KM12: KM12 colon cancer cells | actives 5% (n = 82,000)
SNB-19: SNB-19 CNS cancer cells. AID 1794751. actives 2.5% (n = 81,000)
SNB-75: SNB-75 CNS cancer. actives 5% (n = 79,000). AID 1794750
U251: U251 CNS tumor cells. AID 1794753. actives 5.4% (n = 80,000)
SF-539: SF-539 CNS cancer; actives 6.8% (n = 81,000); AID 1794752
HCC-2998: HCC-2998 colon cancer; actives 4.7% (n = 79,000)
SF-295: SF-295 CNS cancer cells; actives 5.6% (n = 79,000)
SF-268: SF-268 CNS cancer cells; actives 3.1% (n = 82,000)
HCT-116: HCT-116 colon cancer. actives 7.3% (n = 82,000). AID 1794798
Starred values were filed as active, the others as inactive; x = no result given; & = joins results of further samples. How the source made its calls: active means growth percent below 10; inactive means the rest.

SMILES	KM12	SNB-19	SNB-75	U251	SF-539	HCC-2998	SF-295	SF-268	HCT-116
Clc1ccc(COc2ccc(Nc3ncnc4c3sc3ncccc34)cc2)cc1	100	104	103	102	101	95	100	99	107
O=C1CCc2cc(O)ccc21	106	110	100	97	97	98	105	105	104
CCCCCCN1CCN(Cc2ccc(N(CC)CC)cc2)C(=O)C1=O	28	74	14	17	-1.9*	52	12	42	34
COc1cc(Cl)cc(-c2nn(C(=O)NCCN3CCCC3)cc2-c2ccncc2)c1	101	94	74	102	88	108	112	104	87
O=C(O)CCC(NC(=O)OCc1ccccc1)C(=O)O (centres undefined)	105	98	99	x	111	100	102	100	111
CC(=O)c1sc(-c2ccc(F)cc2)cc1N	100	93	97	86	98	110	104	97	91
CC(C)CCCCCOC(=O)c1ccccc1SSc1ccccc1C(=O)OCCCCCC(C)C	106	103	87	110	99	110	105	110	98
CC(COC(=O)c1ccc([N+](=O)[O-])cc1)C1CCCCC1 (centres undefined)	103	102	94	98	98	122	95	110	102
CC(C)(C)c1ccccc1N	103	115	84	112	97	104	93	98	85
O=Cc1ccc(OCc2cnnn2-c2cc(=O)[nH]c3ccccc23)cc1	102	104	90	96	100	103	102	101	99
CCOC(=O)c1cnn(CC(O)CC)c1NC(=O)NCc1ccc(C(F)(F)F)cc1 (centres undefined)	100	106	104	97	101	87	99	98	62
O=C(NCCCNc1nccc(-c2c(-c3cccc(F)c3)nc3sccn23)n1)C1CCCCC1	85	90	88	80	100	90	90	80	49
O=C(O)c1ccc(-c2nn(-c3ccc(C(F)(F)F)cc3)cc2CNc2cccc(Br)c2)cc1	90	86	94	75	93	98	82	96	78
C#Cc1ccc(-n2c(/C=C/c3ccc(F)cc3)nc3ncccc3c2=O)cc1	x	95	70	99	98	118	101	113	102
O=C1N[C@@H](Cc2c[nH]c3ccccc23)C(=O)N(Cc2cccc(O)c2)[C@H]1Cc1ccccc1	96	85	76	86	105	100	93	86	89
Cn1cc(-c2csc(-c3c[nH]c4ccccc34)n2)c2cnccc21	23	49	81	-25*	-88*	87	-70*	55	-60*
NC(=O)c1c(NC(=O)c2cc(Cl)c[nH]c2=O)sc2c1CCC(=O)C2	57	98	81	71	70	107	104	92	47
COc1ccc(Cl)cc1NC(=O)C(Br)C(Br)C(=O)O (centres undefined)	83	122	103	50	78	39	100	20	8.2*
CCCCCN(CCCCC)C(=O)C(C)O (centres undefined)	108	111	144	104	102	105	105	105	96
CCOC(=O)C(CN(C)Cc1cc(Cl)cc(Cl)c1O)C(=O)OCC	99	98	92	94	105	106	103	97	89
COc1ccc(N=c2nc3sc4cccc(Cl)c4n3c(N)c2C#N)cc1	101	102	88	97	113	104	101	109	84
CN1C(=O)/C(=C/c2ccco2)S/C1=N/c1nccs1	98	99	97	111	103	107	102	107	95
O=c1oc2ccc(OS(=O)(=O)c3ccccc3)cc2c2c1CCCCCC2	86	94	85	73	97	108	100	104	70
Cn1c(Cn2nc(-c3ccccc3)ccc2=O)n[nH]c1=S	105	97	87	98	94	116	98	109	102
CCOC(=O)CC(O)(c1ccccc1)c1ccccc1	113	108	107	107	134	102	120	101	108
Cc1ccc(C2=NN3C(C2)c2ccccc2OC3c2cccnc2)cc1 (centres undefined)	92	99	90	96	98	105	102	87	98
COC(=O)c1ccc(I)cc1	124	105	96	114	117	102	114	132	102
CC(=O)O[C@H]1CC[C@]2(C)[C@H]3CC[C@@H]4[C@H]5[C@H](C(C)C)CC[C@]5(C(=O)NCCN=C(N)N)CC[C@@]4(C)[C@]3(C)CC[C@H]2C1(C)C	60	80	x	82	89	91	126	87	79
CC(O)Cc1ccc2c(c1)OCO2 (centres undefined)	102	102	101	98	100	110	101	96	108
CC1(C)CC(=O)C2=C(C1)OC(C(=O)c1ccc(N=[N+]=[N-])cc1)C2c1cccc([N+](=O)[O-])c1 (centres undefined)	97	99	100	103	103	111	94	96	93
NS(=O)(=O)N(c1cc(C(F)(F)F)cc(C(F)(F)F)c1)C1CCN(Cc2ccc(C(F)(F)F)cc2)CC1	13	x	-4.9*	33	0.8*	3.6*	50	39	2.2*
CCc1c(C)c2cc3nc(-c4ccc(C(=O)O)cc4)oc3c(C)c2oc1=O	104	107	87	95	100	108	101	100	99
Cc1ccc(S(=O)(=O)c2nc(-c3ccccc3)oc2Sc2nc3ccccc3s2)cc1	97	100	71	90	93	107	92	58	-1.2*
O=c1nc(NCc2cccc(Cl)c2)sc2ccccc12	94	89	101	94	99	109	86	115	96
O=C(c1ccc(OCCN2CCOCC2)cc1)C1[C@H](c2ccc(Cl)cc2)[C@@H](c2ccccc2)NC12C(=O)Nc1ccc(Br)cc12 (some centres undefined)	12	37	x	23	35	-41*	22	40	4.6*
CC1CCCC(C)N1 (centres undefined)	104&103&110	106&105&112	104&89&93	100&105&101	96&103&106	108&113&111	95&103&99	102&109&103	103&116&106
COc1ccc(C(=O)/C=C/c2c(OC)cc(OC)cc2OC)c(OC)c1	16	34	8.7*	16	8.3*	42	11	37	18
O=C1/C(=C2\SC(=S)N(Cc3ccccc3)C2=O)SC(=S)N1Cc1ccccc1	102	104	89	101	95	98	94	95	103
COc1ccc(/C=C/C(=O)c2ccc(NC(=O)CSc3nc(-c4cc(OC)c(OC)c(OC)c4)c(C#N)c(=O)[nH]3)cc2)cc1OC	97	105	106	100	103	119	101	110	61
COc1cc(/C=C/C(=O)c2ccc(Oc3ncnc4ccccc34)cc2)cc(OC)c1OC	19	69	69	60	64	108	87	81	53
COC1=CC(c2ccc[nH]2)=N/C1=C\c1[nH]c(C)c(C(=O)CCC(=O)Oc2ccc3c(c2)CCC2C3CC[C@]3(C)C(=O)CC[C@@H]23)c1C (some centres undefined)	54	95	x	53	84	80	86	53	20
Clc1ccc(C2=NN[C@H](c3cn(-c4ccccc4)nc3-c3ccccc3)C2)cc1	74	77	41	49	67	91	-21*	75	0.0*
Cc1cc(C)c(-c2cc(O)c(C)cc2O)c(C)c1	91	105	78	100	99	116	97	94	96
COc1cc(OC)c(NC(=O)n2ncc3cc(Nc4ncnc5ccccc45)ccc32)cc1Cl	104	91	118	x	100	90	99	87	101
N#Cc1c(-c2ccccc2)cc(-c2ccccc2)n(CCCCCCC(=O)NO)c1=O	79	79	40	54	76	76	85	93	25
COc1ccc(/C=N/n2c(-c3ccccc3)cc(C)c(C#N)/c2=N\N)cc1OC	97	94	x	97	95	111	95	103	93
COC(=O)[C@]12CC[C@@H](C)[C@H](C)[C@@H]1C1=CC[C@@H]3[C@@]4(C)C=C(O)C(=O)[C@@]5(C)COC(=C54)C[C@@]3(C)[C@]1(C)CC2	-74*	-27*	13	-75*	-91*	-83*	-57*	-45*	-86*
CCSc1nnc(Cc2ccc(OC)cc2)n1-c1ccccc1	97	101	90	87	86	105	94	98	106
CC1=CNC(=O)/C1=C\c1cc(=O)oc2ccc(Cl)cc12	100	100	91	96	94	104	101	103	99
O=C(Nc1ccccc1F)Nc1cccc2ccccc12	101	94	96	95	91	106	x	98	112
O=S1c2ccccc2NC2C3C=CC(C3)C21 (centres undefined)	116&104	109&106	94&98	103&97	99&94	104&107	727&105	102&106	85&102
COc1ccc(/C=C/c2cccc[n+]2C)cc1	33	95	83	78	103	84	99	97	106
CC[n+]1c(C)ccc2cc(C)ccc21	81	93	84	93	110	x	119	102	97
O=S(=O)(Nc1cccc2cn[nH]c12)c1ccc(Cl)cc1Cl	36	43	75	26	41	45	49	38	20
Cc1ccc(Sc2ccc3[nH]c(=O)[nH]c(=O)c3c2)cc1	103	87	80	93	99	99	99	98	97
CCCCCOC(=O)c1cccc(NC(=O)CNCC)c1	104	97	86	101	102	103	108	105	102
COC(=O)c1ccco1	105	109	92	101	102	98	101	107	92
N#Cc1nc(CC(=O)c2ccccn2)c(CC(=O)c2ccccn2)nc1C#N	98	x	94	92	97	112	97	92	85
C=C1CCC2C3(C)COC(c4ccc(NC(C)=O)cc4)OC3CCC2(C)C1C/C=C1/C(=O)OCC1O (centres undefined)	52	84	64	55	70	59	25	94	34
CN(C)c1ccc2cc(-c3ccccc3F)c(=O)[nH]c2c1	93	106	99	83	104	87	99	97	108

Compounds shown so far containing a furan ring, fused or not (2):
SMILES	KM12	SNB-19	SNB-75	U251	SF-539	HCC-2998	SF-295	SF-268	HCT-116
CN1C(=O)/C(=C/c2ccco2)S/C1=N/c1nccs1	98	99	97	111	103	107	102	107	95
COC(=O)c1ccco1	105	109	92	101	102	98	101	107	92

The list continues:
SMILES	KM12	SNB-19	SNB-75	U251	SF-539	HCC-2998	SF-295	SF-268	HCT-116
COc1cc(OC)c2sc(-c3ccc(-n4cncc4-c4ccc(OC)c(N)c4)cc3)nc2c1	78	80	82	67	84	92	69	87	66
CCOC(=O)Nc1cc(OC)cc2ccc(C)nc12	103	106	79	88	95	124	99	110	99
CC(=O)OCCCC[n+]1ccc(SCC(=O)n2ccc3ccccc32)c2ccccc21	94	95	82	99	103	107	98	115	104
Cc1nn(-c2ccccc2)c2c1[C@@H](C)[C@H]1CC3(CC4(C)C[C@@H]3C1(C)c1c(C)nn(-c3ccccc3)c1N4C)N2C (some centres undefined)	51	81	71	42	83	56	110	68	30
COc1cc(-c2nn(-c3ccc(NC(=O)Nc4ccc(Cl)c(C(F)(F)F)c4)cc3)cc2-c2ccncc2)ccc1Cl	6.8*	31	-0.8*	-3.6*	15	-2.1*	-7.8*	22	2.3*
CNc1ccc(/C=C/c2c(F)cccc2Cl)cc1	81	98	72	81	72	78	92	73	89
COc1ccc(C(C#N)c2ccc(OC)cc2)cc1	x	97	86	104	99	99	94	94	92
COc1ccc(Sc2nc(N)nc3c2CCN(Cc2ccc(OC)cc2OC)C3=O)cc1	108	99	95	89	114	x	99	90	96
COc1ccc(OCC(O)CN2CCN(c3cccc(C)c3)CC2)cc1 (centres undefined)	126	105	94	101	108	113	110	98	98
COc1ccccc1/C=N/NC(=O)c1ccc(S(C)(=O)=O)cc1	97	97	94	94	106	101	100	98	89
O=C1CC(N2C(=O)CSC2=S)C(=O)N1c1ccc(Cl)cc1 (centres undefined)	105	96	83	96	105	95	104	100	95
COc1cccc(CNC(=O)C2CSC3(C)c4ccccc4C(=O)N23)c1 (centres undefined)	108	103	98	100	105	107	98	106	105
O=C(O)COc1ccc(Cl)c(Cl)c1	110	117	107	108	104	106	103	117	109
COc1cc(-c2nc(-c3nnc(-c4ccc(C)cc4)o3)c3ccccn23)cc(OC)c1OC	75	92	78	89	92	90	x	78	75
CCOC(=O)C1([N+](=O)[O-])CC(c2ccccc2)ON(c2ccccc2)C1c1ccc(OC)cc1 (centres undefined)	91	90	87	x	101	108	79	105	59
CCOC(=O)C1[C@@H]2C(=O)N(c3ccc(C)cc3)C(=O)[C@@H]2[C@H](c2cn(-c3ccccc3)nc2-c2ccccc2)N1Cc1ccccc1 (some centres undefined)	97	82	75	88	x	81	97	93	99
Nc1ccc(-c2ccncc2)cc1NC(=O)N1CCCC1	95	106	85	90	90	94	103	93	87
NC1=NNC(c2ccccc2O)N1C(Cc1c[nH]c2ccccc12)C(=O)O (centres undefined)	98	94	80	96	98	103	107	94	97
O=c1c2ccccc2sc2c(N3CCCC3)nc3ccccc3c12	85	96	87	99	102	107	115	99	78
COc1ccc(C2OCC3(C)C(CCC4(C)C5CC(C6=CCOC6=O)OC5(C)CCC34)O2)cc1 (centres undefined)	108	97	103	101	101	96	98	100	97

Whole records from above:
O=Cc1ccc(OCc2cnnn2-c2cc(=O)[nH]c3ccccc23)cc1 is listed with KM12 = 102; SNB-19 = 104; SNB-75 = 90; U251 = 96; SF-539 = 100; HCC-2998 = 103; SF-295 = 102; SF-268 = 101; HCT-116 = 99
COC1=CC(c2ccc[nH]2)=N/C1=C\c1[nH]c(C)c(C(=O)CCC(=O)Oc2ccc3c(c2)CCC2C3CC[C@]3(C)C(=O)CC[C@@H]23)c1C (some centres undefined) is listed with KM12 = 54; SNB-19 = 95; SNB-75 = x; U251 = 53; SF-539 = 84; HCC-2998 = 80; SF-295 = 86; SF-268 = 53; HCT-116 = 20

Look-ups from the entries so far.
Reading of `COc1ccccc1/C=N/NC(=O)c1ccc(S(C)(=O)=O)cc1` under SF-268: 98
Reading of `COc1cc(OC)c2sc(-c3ccc(-n4cncc4-c4ccc(OC)c(N)c4)cc3)nc2c1` under SF-539: 84
Reading of `COc1ccc(Sc2nc(N)nc3c2CCN(Cc2ccc(OC)cc2OC)C3=O)cc1` under SNB-75: 95
Reading of `Cc1nn(-c2ccccc2)c2c1[C@@H](C)[C@H]1CC3(CC4(C)C[C@@H]3C1(C)c1c(C)nn(-c3ccccc3)c1N4C)N2C` (some centres undefined) under SF-295: 110
Reading of `COc1cc(-c2nc(-c3nnc(-c4ccc(C)cc4)o3)c3ccccn23)cc(OC)c1OC` under HCT-116: 75
Reading of `CNc1ccc(/C=C/c2c(F)cccc2Cl)cc1` under HCC-2998: 78

The list continues:
SMILES	KM12	SNB-19	SNB-75	U251	SF-539	HCC-2998	SF-295	SF-268	HCT-116
COc1cc(CNc2oc(-c3ccccc3)c(-c3ccccc3)c2C#N)cc(CN2CCOCC2)c1O	102	106	102	92	102	120	104	104	67
S=c1[nH]c2c(-c3ccccc3)cccc2s1	109	100	89	98	106	113	115	108	104
COc1ccc(-c2c(N)n[nH]c2-c2cc3c(c(OC)c2OC)OCO3)cc1	100	104	x	94	93	106	102	99	94
CC(=O)N1N=C(c2ccc3c(c2)OCO3)CC1c1c(C)nn(-c2ccccc2)c1N(C)Cc1ccccc1 (centres undefined)	84	65	79	72	94	97	69	74	57
CCOC(=O)C(CC)n1c(=O)c2cc(OC)c(OC)cc2c2cnc3[nH]ccc3c21 (centres undefined)	26	91	45	x	66	83	65	67	68
O=C(Nc1ccc(Cl)c(Cl)c1)Oc1ccccc1Cl	93	89	101	x	99	105	105	96	99
CCn1c(C)nc([N+](=O)[O-])c1Sc1nc(N)nc2nc[nH]c12	21	95	45	55	27	31	24	31	16
C/C=C/C=C1\C[C@H]2CO[C@H](O2)C1=O	103	96	106	97	102	114	106	105	82
